Cl transport mod: KCC2 cotransporter modulators, thallium flux, primary screen, cell-based, HEK293 KCC2, FluoZin-2 fluorescence, MLSMR | Solute carrier family 12 member 5 (Homo sapiens), Q9H2X9 | KCC2 cells, thallium flux FluoZin-2 fluorescence | B-score of Tl+ flux slope (higher = more flux/activation; lower = inhibition) at 10 µM | hit rate 2.2% among 190,000;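 active = thallium flux slope and its plate-corrected score both differing from the plate sample mean at a set confidence after two filtering rounds, in either direction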;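 also: slope of fluorescence scaled to starting intensity during 10 to 20 s after thallium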
TNF necrop inh: inhibitors of TNF-alpha triggered necroptosis, primary screen, cell-based, Jurkat FADD-/-, single concentration; Jurkat FADD-/- TNF necroptosis rescue, ATP luminescence, 24 h; 0 = TNF only, 100 = no-TNF cells; activation (protection from cell death), % at 10 µM; hit rate 0.068% among 220,000; AID 463075, 2010;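 active = activation, meaning protection from cell death, of at least 50% relative to plate controls; inactive = activation below 50%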;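 also: necroptosis triggered by 40 ng/mL TNF-alpha added together with compound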
L929 necroptosis: inhibitors of zVAD-triggered necroptosis, primary screen, L929 cells. L929 zVAD necroptosis rescue, ATP luminescence, 24 h; with zVAD 60 µM. viability rescue, % at 10 µM. hit rate 0.38% among 220,000;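 active = activation, scaled between plate controls, above about 75%, limit read from the data; inactive = activation under that limit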;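 also: 0% = zVAD with DMSO and 100% = DMSO alone without zVAD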
Rad51 HR inh: human RAD51 strand exchange inhibitors, primary screen, biochemical, fluorescence; AID 1385, 2008; hit rate 0.085% among 200,000; inhibition, % at 10 µM; hRad51 DNA strand exchange, fluorescence dequenching; DNA repair protein RAD51 homolog 1 (Homo sapiens), Q06609;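 active = inhibition above 40% at the single screening dose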;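 also: 0% = DMSO control wells and 100% = blanks with heterologous ssDNA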
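Test system: preformed human Rad51 ssDNA filaments. Compound dosing: single dose, 10 µM final compound. Incubation: filaments 15 min 37 °C, then compound 30 min. Technique: FRET fluorescence dequenching, excitation 485 nm, emission 520 nm. Read-out basis: percent inhibition from fluorescence, normalised to plate control and blank means. Benchmarks: plate controls and plate blanks.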
FXIa inh: human FXIa protease inhibitors, primary screen, biochemical, 1536-well. Coagulation factor XI (Homo sapiens), P03951. purified FXIa, Boc-Glu-Ala-Arg-AMC fluorogenic substrate. inhibition, % at 5 µM. hit rate 0.14% among 220,000;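 active = inhibition of at least 40%; inactive = inhibition below 40%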;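 also: fluorescence of freed AMC excited at 355 nm; 0% = enzyme without compound and 100% = no enzyme blank; many of its hits are not listed in these tables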
thrombin 1536: human alpha-thrombin inhibitors, primary screen, counter-screen for coagulation protease inhibitor project, biochemical, 1536-well, fluorogenic AMC substrate. Prothrombin (Homo sapiens), P00734. Boc-VPR-AMC fluorogenic substrate cleavage. inhibition, % at 5 µM. hit rate 0.26% among 220,000. AID 1046, 2008;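 active = inhibition at or above 40%; inactive = inhibition below 40%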;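 also: 0% = enzyme with no compound and 100% = wells without enzyme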
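Assay system: human alpha-thrombin enzyme. Reagent: Boc-VPR-AMC substrate, 15 µM final. Compound dosing: one concentration per compound, 5 µM, with 0.2% DMSO. Incubation: room-temperature reaction. Technique: AMC fluorescence, 355/460 nm. Measure: % inhibition relative to enzyme controls and enzyme-free blanks.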
hK5 inh: human KLK5 protease inhibitors, primary screen, biochemical, 1536-well. Kallikrein-5 (Homo sapiens), Q9Y337. recombinant hK5, fluorogenic AMC substrate cleavage. inhibition, % at 5 µM. hit rate 0.59% among 210,000;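 active = inhibition of 40% or more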;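 also: 0% = enzyme controls without compound and 100% = no-enzyme blanks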
Target sequence (Q9Y337 67-293 limits assumed): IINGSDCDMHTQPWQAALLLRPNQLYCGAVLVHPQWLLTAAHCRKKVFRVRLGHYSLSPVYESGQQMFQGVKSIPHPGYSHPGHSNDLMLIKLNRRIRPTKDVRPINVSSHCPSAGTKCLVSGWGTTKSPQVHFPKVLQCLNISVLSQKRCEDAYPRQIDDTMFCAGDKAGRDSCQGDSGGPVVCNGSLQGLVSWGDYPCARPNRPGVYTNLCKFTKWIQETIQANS
FXIIa inh 1536: human FXIIa protease inhibitors, primary screen, biochemical, 1536-well; hit rate 0.3% among 220,000; inhibition, % at 5 µM; purified FXIIa, Boc-QGR-AMC fluorogenic substrate, 2 h; in the data active = inhibition above about 40%;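 also: 0% = enzyme with no compound and 100% = blank without enzyme; many of its hits are not listed in these tables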
Target sequence (P00748 20-372 limits assumed): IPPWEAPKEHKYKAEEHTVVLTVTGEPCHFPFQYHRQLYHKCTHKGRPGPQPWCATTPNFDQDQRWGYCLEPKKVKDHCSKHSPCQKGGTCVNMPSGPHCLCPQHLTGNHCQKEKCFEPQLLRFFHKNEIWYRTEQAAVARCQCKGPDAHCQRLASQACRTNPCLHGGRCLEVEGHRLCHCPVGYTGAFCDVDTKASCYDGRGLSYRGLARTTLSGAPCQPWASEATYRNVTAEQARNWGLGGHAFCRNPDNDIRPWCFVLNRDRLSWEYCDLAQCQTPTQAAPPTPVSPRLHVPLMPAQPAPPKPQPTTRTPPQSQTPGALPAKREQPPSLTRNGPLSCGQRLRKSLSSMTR
Target sequence (P00748 373-615 limits assumed): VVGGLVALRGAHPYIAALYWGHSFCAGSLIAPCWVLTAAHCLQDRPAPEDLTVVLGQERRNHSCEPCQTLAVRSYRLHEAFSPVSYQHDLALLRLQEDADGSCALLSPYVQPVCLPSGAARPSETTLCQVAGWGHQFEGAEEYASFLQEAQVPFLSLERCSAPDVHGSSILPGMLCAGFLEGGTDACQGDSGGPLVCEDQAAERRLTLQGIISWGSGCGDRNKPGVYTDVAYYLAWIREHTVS
Hck Nef HTS: inhibitors of Nef-activated human Hck kinase, primary screen, biochemical, Z-Lyte FRET, 384-well, Hck-YEEI. AID 463187, 2010. Tyrosine-protein kinase HCK (Homo sapiens), P08631. Recombinant Hck-YEEI plus Nef, Z-Lyte FRET kinase assay. inhibition, % at 20 µM. hit rate 0.68% among 220,000;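 active = Hck-Nef kinase inhibition above about 50%, limit read from the data; inactive = inhibition below that limit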;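 also: 0% = DMSO with Hck plus Nef and 100% = Hck alone without Nef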
* marks the source's active call; other numbers are inactive results.

How did CCOc1cc(C)c(S(=O)(=O)Nc2ccc3cn[nH]c3c2)cc1C do in these assays?
TNF necrop inh: -15; L929 necroptosis: 0.5; Rad51 HR inh: 6; FXIa inh: -8; thrombin 1536: -4; hK5 inh: -8; FXIIa inh 1536: -3; Hck Nef HTS: 2

How did Cc1ccc(S(=O)(=O)/C=C/c2ccccc2)cc1 do in these assays?
Cl transport mod: -0.12; TNF necrop inh: 2.3; L929 necroptosis: 1.2; FXIa inh: 6; thrombin 1536: -1; hK5 inh: -9; FXIIa inh 1536: 5; Hck Nef HTS: 3

What do the screens show for `CCN(CC)C(=S)SC1CCCCN(C(=O)c2ccccc2)C1=O` (stereo not drawn)?
Cl transport mod: -0.6; TNF necrop inh: 0.3; L929 necroptosis: -1.6; Rad51 HR inh: -11; FXIa inh: 8; thrombin 1536: 7; hK5 inh: 8; FXIIa inh 1536: 20; Hck Nef HTS: -36

What do the screens show for `Cc1nn(CCC(=O)NNC(=S)Nc2ccccc2)c(C)c1Br`?
Cl transport mod: -1; TNF necrop inh: 1.6; L929 necroptosis: 0.1; Rad51 HR inh: 1; FXIa inh: -7; thrombin 1536: -10; hK5 inh: -86; FXIIa inh 1536: -8; Hck Nef HTS: 2

Results for CCCCOC(=O)N1CCOCCOCCN(C(=O)OCCCC)CCOCCOCC1 ?
Cl transport mod: 0.021; TNF necrop inh: 0.5; L929 necroptosis: -0.1; Rad51 HR inh: -1; FXIa inh: -1; thrombin 1536: 2; hK5 inh: -5; FXIIa inh 1536: 8; Hck Nef HTS: 1

Results for COc1ccc(S(=O)(=O)N2CCCCCC2)cc1C(=O)OCc1c(C)noc1C ?
Cl transport mod: -0.3; TNF necrop inh: 1.5; L929 necroptosis: -0.2; Rad51 HR inh: 4; FXIa inh: -5; thrombin 1536: 1; hK5 inh: -1; FXIIa inh 1536: -1; Hck Nef HTS: -1

How did COc1ccc(C2=C(C#N)C(=O)OC2)cc1 do in these assays?
Cl transport mod: -0.45; TNF necrop inh: -4.7; L929 necroptosis: 0.0; Rad51 HR inh: -5; FXIa inh: 5; thrombin 1536: 3; hK5 inh: -1; FXIIa inh 1536: 16; Hck Nef HTS: -2

How did O=C(c1cc(-c2ccccc2O)on1)N1CCc2ccccc2C1 do in these assays?
Cl transport mod: -0.23; TNF necrop inh: -0.8; L929 necroptosis: 0.9; Rad51 HR inh: -4; FXIa inh: -1; thrombin 1536: -7; hK5 inh: -23; FXIIa inh 1536: 8; Hck Nef HTS: 13

Results for COc1ccc(N/N=C(\C#N)C(=N)SCc2ccccc2)cc1 ?
Cl transport mod: -0.025; TNF necrop inh: -7.3; L929 necroptosis: -0.3; Rad51 HR inh: 17; FXIa inh: 5; thrombin 1536: 4; FXIIa inh 1536: 10; Hck Nef HTS: 10

What do the screens show for `COc1ccccc1C(=O)NCc1ccncc1`?
Cl transport mod: 0.96; TNF necrop inh: 0.9; L929 necroptosis: 0.2; Rad51 HR inh: -1; FXIa inh: -10; thrombin 1536: -6; hK5 inh: -3; FXIIa inh 1536: -9; Hck Nef HTS: 3

What do the screens show for `CC1CCC/C(=N\NC(=S)NCc2ccccc2)C1` (stereo not drawn)?
Cl transport mod: 8.1*; TNF necrop inh: -0.3; L929 necroptosis: -0.1; Rad51 HR inh: -1; FXIa inh: -4; thrombin 1536: -2; hK5 inh: -32; FXIIa inh 1536: 3; Hck Nef HTS: -14

What do the screens show for `Cc1nn(C)c2ncc(C(N)=O)c(Oc3ccc(Cl)cc3)c12`?
TNF necrop inh: 1.9; L929 necroptosis: 1.1; Rad51 HR inh: -16; FXIa inh: -3; thrombin 1536: -8; hK5 inh: -5; FXIIa inh 1536: 3; Hck Nef HTS: 10

Results for CC12CCC(C/C1=N/O)C2(C)C (stereo not drawn) ?
Cl transport mod: 1.2; TNF necrop inh: -0.1; L929 necroptosis: 2.5; Rad51 HR inh: -4; FXIa inh: -3; thrombin 1536: -10; hK5 inh: 2; FXIIa inh 1536: 8; Hck Nef HTS: 12

How did O=C(NCCCn1ccnc1)c1cc2nc(-c3ccc(Br)cc3)cc(C(F)(F)F)n2n1 do in these assays?
Cl transport mod: -0.81; TNF necrop inh: -2.3; L929 necroptosis: 0.1; Rad51 HR inh: -18; FXIa inh: 2; thrombin 1536: 2; hK5 inh: -39; FXIIa inh 1536: 14; Hck Nef HTS: 1

What do the screens show for `CCC(c1nnnn1Cc1ccco1)N(CCc1ccccc1)Cc1cc2ccc(OC)cc2[nH]c1=O` (stereo not drawn)?
Cl transport mod: -2; TNF necrop inh: -0.2; L929 necroptosis: -0.6; Rad51 HR inh: -27; FXIa inh: 2; thrombin 1536: -6; hK5 inh: -9; FXIIa inh 1536: 24; Hck Nef HTS: 3

How did CCOC(=O)c1c(C)nc2c(C)cccn12 do in these assays?
TNF necrop inh: 0.2; L929 necroptosis: 0.5; Rad51 HR inh: 8; FXIa inh: 4; thrombin 1536: -3; hK5 inh: -1; FXIIa inh 1536: 14; Hck Nef HTS: -1

Results for O=C(NCCCN1CCCC1=O)c1cc(NS(=O)(=O)c2ccc(F)cc2)cc(NS(=O)(=O)c2ccc(F)cc2)c1 ?
Cl transport mod: -0.59; TNF necrop inh: 0.4; L929 necroptosis: 0.8; Rad51 HR inh: 0; FXIa inh: -1; thrombin 1536: 2; hK5 inh: -5; FXIIa inh 1536: 5; Hck Nef HTS: 10

What do the screens show for `Nc1ccc(Br)c[n+]1Cc1cccc2cccnc12`?
Cl transport mod: -0.46; TNF necrop inh: 4.1; L929 necroptosis: -0.6; Rad51 HR inh: 9; FXIa inh: 3; thrombin 1536: 3; hK5 inh: 7; FXIIa inh 1536: 14; Hck Nef HTS: 20

How did C=CCNCCCOc1ccc(Cl)cc1C(C)(C)C do in these assays?
Cl transport mod: 0.64; TNF necrop inh: 8.5; L929 necroptosis: 7.4; FXIa inh: 1; thrombin 1536: 1; hK5 inh: 1; FXIIa inh 1536: 9; Hck Nef HTS: 20

How did Cc1ccc(C(=O)c2ccccc2C(=O)OCC(=O)NC(C)(C)C)cc1 do in these assays?
Cl transport mod: 1.2; TNF necrop inh: -0.1; L929 necroptosis: 0.5; Rad51 HR inh: -7; FXIa inh: 2; thrombin 1536: 2; hK5 inh: 3; FXIIa inh 1536: 17; Hck Nef HTS: -2

What do the screens show for `CCCCCCSC1=C(C#N)C(c2ccc(O)cc2)CC(=O)N1` (stereo not drawn)?
Cl transport mod: -1.3; TNF necrop inh: -16; L929 necroptosis: -0.2; Rad51 HR inh: 1; FXIa inh: -1; thrombin 1536: 4; hK5 inh: -5; FXIIa inh 1536: 15; Hck Nef HTS: 0

What do the screens show for `CCOCC(=O)Nc1cc(C(=O)NCCC(C)C)ccc1Cl`?
TNF necrop inh: 0.0; L929 necroptosis: 6.7; Rad51 HR inh: -3; FXIa inh: 0; thrombin 1536: -7; hK5 inh: 4; FXIIa inh 1536: 10; Hck Nef HTS: 16

Results for Cc1csc2nc(CNC(=O)CCC(=O)O)cn12 ?
Cl transport mod: 0.044; TNF necrop inh: 1.2; L929 necroptosis: 1.2; Rad51 HR inh: -1; FXIa inh: -3; thrombin 1536: -10; hK5 inh: -24; FXIIa inh 1536: 6; Hck Nef HTS: -5

How did CCCCCCCC(=O)NN=C1CCN(Cc2ccccc2)CC1 do in these assays?
Cl transport mod: -0.69; TNF necrop inh: 2.6; L929 necroptosis: 0.3; Rad51 HR inh: 4; FXIa inh: 1; thrombin 1536: -1; hK5 inh: -5; FXIIa inh 1536: -1; Hck Nef HTS: 1

Gathered by group, the compounds so far containing a cyano group (3)
How did COc1ccc(C2=C(C#N)C(=O)OC2)cc1 do in these assays?
Cl transport mod: -0.45; TNF necrop inh: -4.7; L929 necroptosis: 0.0; Rad51 HR inh: -5; FXIa inh: 5; thrombin 1536: 3; hK5 inh: -1; FXIIa inh 1536: 16; Hck Nef HTS: -2

Results for COc1ccc(N/N=C(\C#N)C(=N)SCc2ccccc2)cc1 ?
Cl transport mod: -0.025; TNF necrop inh: -7.3; L929 necroptosis: -0.3; Rad51 HR inh: 17; FXIa inh: 5; thrombin 1536: 4; FXIIa inh 1536: 10; Hck Nef HTS: 10

What do the screens show for `CCCCCCSC1=C(C#N)C(c2ccc(O)cc2)CC(=O)N1` (stereo not drawn)?
Cl transport mod: -1.3; TNF necrop inh: -16; L929 necroptosis: -0.2; Rad51 HR inh: 1; FXIa inh: -1; thrombin 1536: 4; hK5 inh: -5; FXIIa inh 1536: 15; Hck Nef HTS: 0

The list goes on:
What do the screens show for `Cc1ccc(Cn2c(/C=C/c3ccco3)nc3ccccc32)cc1`?
Cl transport mod: 0.48; TNF necrop inh: -7.6; L929 necroptosis: -0.8; Rad51 HR inh: -28; FXIa inh: 8; thrombin 1536: 6; hK5 inh: -2; FXIIa inh 1536: 0; Hck Nef HTS: 4

What do the screens show for `CCC(Oc1ccccc1)C(=O)N(Cc1ccccc1)c1ccccn1` (stereo not drawn)?
Cl transport mod: -1.4; TNF necrop inh: 0.6; FXIa inh: 4; thrombin 1536: -2; hK5 inh: -8; FXIIa inh 1536: 12; Hck Nef HTS: 3

How did COc1cc(C2C(C#N)=C(N)Oc3cc(C)oc(=O)c32)ccc1OC(=O)N1CCOCC1 (stereo not drawn) do in these assays?
Cl transport mod: 0.032; TNF necrop inh: -1.1; L929 necroptosis: 7.2; Rad51 HR inh: -4; FXIa inh: -1; thrombin 1536: 5; hK5 inh: 1; FXIIa inh 1536: 14; Hck Nef HTS: -2

What do the screens show for `CCn1c(SCC(=O)NCC2CCCO2)nnc1-c1ccccc1` (stereo not drawn)?
Cl transport mod: -0.028; TNF necrop inh: -0.1; L929 necroptosis: 0.6; Rad51 HR inh: 7; FXIa inh: -3; thrombin 1536: -3; hK5 inh: -2; FXIIa inh 1536: 2; Hck Nef HTS: -1

How did Cc1ccc2sc(N(CCCN(C)C)C(=O)CN3C(=O)c4ccccc4C3=O)nc2c1C do in these assays?
Cl transport mod: 1.6; TNF necrop inh: -1.7; L929 necroptosis: 1.0; Rad51 HR inh: -1; FXIa inh: -2; thrombin 1536: 3; hK5 inh: -19; FXIIa inh 1536: 1; Hck Nef HTS: -18

What do the screens show for `CCCn1c(SCc2nc3sc(C)c(C)c3c(=O)[nH]2)nc2ccccc2c1=O`?
TNF necrop inh: 2.6; L929 necroptosis: 2.9; Rad51 HR inh: -4; FXIa inh: -1; thrombin 1536: 4; hK5 inh: 4; FXIIa inh 1536: 16; Hck Nef HTS: 37

Not all compounds are listed, so the mix of outcomes need not match the whole.
